From PubChem BioAssay
M. tuberculosis HTS = M. tuberculosis growth inhibition, HTS (AID 449762) | M. tuberculosis H37Rv growth inhibition, 7H9 media; higher % means a stronger effect | inhibition, % at 25 µM; hits with a dose series show IC50 in µM | 330,000 tested, 0.59% active; in the data active means a potency from the dose series; inconclusive means inhibition above about 70% without an active follow-up result;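 further: bacterial growth assessed after seven days of incubation; strong numbers were not always called active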
inhibitors of VEEV = inhibitors of VEEV TC-83 cytopathic effect, confirmation, Vero cells (AID 588727); Vero cells, VEEV TC-83 cytopathic effect inhibition; higher % means a stronger effect; one-dose inhibition, % at 20 µM; IC50 in µM for titrated hits; 350,000 tested, 0.13% active; in the data active means a potency from the dose series; inconclusive means inhibition mostly from about 14% at the one dose, without a potency; inactive means the rest, 99 in 100 with inhibition below about 12%; further: strong numbers were not always called active
PhoP GFP inhibition = PhoP regulon inhibitors, Salmonella typhi PhoP promoter GFP reporter, confirmatory (AID 1850). one-dose inhibition, % at 50 µM; IC50 in µM for titrated hits. 310,000 tested, 0.33% active. Salmonella Typhi PhoP-promoter GFP reporter, fluorescence, 4 h; higher % means a stronger effect; in the data active means a potency from the dose series; inconclusive means inhibition mostly from about 25% at the one dose, without a potency; inactive means the rest, 99 in 100 with inhibition below about 19%;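 further: 0% = induced wells with vehicle and 100% = uninduced wells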
H1N1 NS1A inhibition = NS1A inhibition, H1N1 influenza, cell based functional assay (AID 504329); NS1A functional cell-based assay, percent inhibition; higher % means a stronger effect; one-dose inhibition, % at 12.5 µM; IC50 in µM for titrated hits; 340,000 tested, 0.3% active; in the data active means a potency from the dose series; inconclusive means inhibition above about 27% without an active follow-up result; further: strong numbers were not always called active
tuberculosis growth = growth inhibition of non-replicating M. tuberculosis (AID 488890); 320,000 tested, 0.39% active; Mycobacterium tuberculosis non-replicating, growth inhibition; higher % means a stronger effect; inhibition, % at 25 µM; hits with a dose series show IC50 in µM; in the data active means a potency from the dose series; inconclusive means inhibition mostly from about 82% at the one dose, without a potency; inactive means the rest, 99 in 100 with inhibition below about 76%;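 further: plate controls were DMSO cells for no effect and high antibiotic wells for full effect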
inhibitors of VEEV 10K pilot screen = recorded beside inhibitors of VEEV, whose call it bears; inhibition, %; measured here: 10K pilot screen inhibition
* hit, by the source's call; i = inactive; ? = inconclusive; . = not tested or not shown. Rows were taken by chance; any-hit rate near 1.5%.

SMILES	M. tuberculosis HTS	inhibitors of VEEV	PhoP GFP inhibition	H1N1 NS1A inhibition	tuberculosis growth	others
Cc1cc(C)cc(NC(=O)c2ccc(S(=O)(=O)N(C)CC3CCCO3)cc2)c1 (stereo not drawn)	-6%	9.2%	-5%	-9%	12%
O=C(CCc1ccccc1)Nc1ncc2c(n1)CCCC2=O	-8%	2.2%	-3%	-12%	-7%
Clc1ccc(N2CCCCCC2)nn1	2%	6.7%	2%	9%	0%
O=C(Nc1ccc(N2CCN(C(=O)c3cccs3)CC2)cc1)c1ccccc1F	7%	0.4%	-12%	11%	14%
CCO/C=C1\C(=O)N(c2ccc(OCC)cc2)C(=O)c2ccccc21	11%	i	3%	1%	12%
O=C(CSC1=NNC(c2ccccn2)S1)Nc1cccc(Cl)c1 (stereo not drawn)	1%	0.5%	3%	.	65%
CN(C(=O)c1cccn(Cc2ccccc2)c1=O)c1ccccc1	1%	0.4%	6%	10%	-2%	inhibitors of VEEV 10K pilot screen=0.1
CN(C)S(=O)(=O)c1ccccc1C#N	1%	0.2%	-4%	-1%	-3%
Cc1ccc(C(=O)N2CCN(c3cccc(C)c3C)CC2)o1	-12%	1.4%	-12%	-6%	43%
O=C(Nc1ccc(Oc2ccc3ccccc3c2)cc1)c1ccco1	31%	3.4%	-11%	-3%	58%
O=C1C(=O)N(Cc2cccnc2)C(c2ccc(Br)cc2)/C1=C(\O)c1ccc2c(c1)OCCO2 (stereo not drawn)	3%	0.2%	-17%	-5%	9%
CSc1ccccc1NC(=O)COc1ccccc1Cl	65%	0.5%	-18%	-6%	64%	inhibitors of VEEV 10K pilot screen=0.8
Cc1ccc(NC(=O)c2cc3ccccc3o2)cc1	70%	1.6%	-5%	1%	?
COc1cc(NC(=S)N2CCc3ccccc3C2)cc(OC)c1	12%	1.1%	-9%	-7%	12%
CS(=O)(=O)N1CCC(C(=O)N2CCN(c3ccc(F)cc3)CC2)CC1	-4%	0.1%	21%	8%	0%
O=C(NCCCCc1ccccc1)C1CC(c2cccc(F)c2)=NO1 (stereo not drawn)	1%	0.3%	-7%	3%	9%
COc1ccc(CC(=S)NCCc2ccccc2)cc1	9%	0.2%	-1%	-5%	77%
Cc1ccc2nc(SCc3nnc(-c4cccs4)o3)[nH]c2c1	2%	7.0%	-7%	13%	44%
CCN1CCN(CCCN(Cc2cccs2)C(=S)Nc2ccccc2C)CC1	19%	i	-6%	-3%	-2%
CN1CCN(C(=O)/C(=C/c2ccccc2Cl)NC(=O)c2ccccc2)CC1	-7%	1.0%	8%	7%	-16%
CCC(C)(C)NC(=O)CN(C(=O)CCC(=O)Nc1ccccn1)c1ccc(F)c(Cl)c1	5%	i	11%	-2%	6%
O=C(O)Cn1c(-c2ccccc2)nc2ccccc21	1%	1.1%	7%	-11%	-3%
COc1cccc(CN(C)C(=O)c2ccccc2Sc2ccccc2C#N)c1OC	4%	6.7%	-5%	-10%	4%
O=C(O)C1CCCCC1C(=O)NCc1ccc(Cl)c(Cl)c1 (stereo not drawn)	1%	1.1%	3%	1%	13%
Cn1c(N2CCCC2)nc2c1c(=O)n(Cc1ccc(Cl)cc1)c(=O)n2C	6%	3.9%	0%	-4%	37%

Next part, starting with the last 2 of the part before.
SMILES	M. tuberculosis HTS	inhibitors of VEEV	PhoP GFP inhibition	H1N1 NS1A inhibition	tuberculosis growth	others
O=C(O)C1CCCCC1C(=O)NCc1ccc(Cl)c(Cl)c1 (stereo not drawn)	1%	1.1%	3%	1%	13%
Cn1c(N2CCCC2)nc2c1c(=O)n(Cc1ccc(Cl)cc1)c(=O)n2C	6%	3.9%	0%	-4%	37%
O=C(Nc1nc2ccccc2[nH]1)c1ccc([N+](=O)[O-])cc1	47%	2.2%	2%	-8%	-11%
CCOC(=O)CN1N=C(c2ccc(C)cc2)CCC1=O	-3%	0.6%	-4%	-3%	-5%
CC(=O)Oc1cccc(NC(=O)c2ccc3c(c2)C(=O)N(CC(C)C)C3=O)c1	5%	1.1%	-6%	-1%	21%
CCn1nnnc1SCC(=O)Nc1ccc(N(C)C)cc1	2%	0.3%	10%	7%	-2%
CCN(CC)CCN(C(=O)CN1C(=O)CCC1=O)c1nc2cc3c(cc2s1)OCO3	7%	i	1%	-15%	-2%
CC(=NCC1CCCO1)c1c(O)n(Cc2ccccc2)c(=O)[nH]c1=O (stereo not drawn)	-9%	1.6%	-5%	8%	3%
COc1ccc(-c2c(C#Cc3ccsc3)c3cc(-c4ccc5c(c4)OCO5)ccc3n2C)cc1	-1%	1.6%	.	-11%	0%
O=C(COc1coc(CN2CCc3ccccc3C2)cc1=O)N1CCOCC1	-4%	0.2%	0%	-22%	-13%
CC1CCCN(C(=O)c2ccc3nc[nH]c3c2)C1 (stereo not drawn)	-2%	1.0%	-1%	9%	-10%
C[n+]1c(-c2ccccc2)cc(-c2ccc(O)cc2)cc1-c1ccccc1	3%	8.8%	4%	0%	40%
N#CC1=C(S)N(c2ccc(F)cc2)C(c2ccco2)NC1=O (stereo not drawn)	3%	1.4%	-1%	1%	13%
CN1C2=CC=CC=CC2=[N+](C)C12C=CC(=[N+]([O-])[O-])C=C2[N+](=O)[O-] (stereo not drawn)	2%	1.2%	33%	11%	0%
CCOC(=O)C1CCCN(S(=O)(=O)c2c(C)noc2C)C1 (stereo not drawn)	-5%	3.5%	-4%	-4%	.
COc1ccccc1NC(=S)NCc1ccc2c(c1)cc(C)n2C	6%	4.7%	9%	25%	51%
COCC1CCN(C(=O)C2CCC(=O)N(C3CCCCCC3)C2)CC1 (stereo not drawn)	-1%	1.5%	-4%	8%	-10%
CCN(CC)c1ccc2cc(-c3nnc(-c4ccncc4)o3)c(=O)oc2c1	.	1.5%	.	3%	.
C[C@H](NC(=O)c1cc2cc(Cl)ccc2n1C)C(=O)N1CCC(C(=O)O)CC1	-4%	i	3%	1%	-14%
CN1CCN(CCC(=O)N/N=C/c2ccccc2F)CC1	0%	0.5%	16%	7%	-15%
Cc1ccc(NC(=O)CN(C)CC(=O)Nc2ccc(N3CCOCC3)cc2)cc1F	6%	0.3%	-12%	-4%	64%
O=C(Cn1c(C(=O)N2CCN(C3CCCC3)CC2)cc2sccc21)c1ccccc1	8%	i	-6%	5%	26%
COc1ccc2cc(CO)n(C)c2c1	?	1.3%	.	10%	33%
COc1ccc(NC(=O)c2sc3nc(N4CCOCC4)c4c(c3c2N)CC(C(C)C)OC4)c(OC)c1 (stereo not drawn)	3%	2.7%	-1%	6%	5%
COc1cccc(NC(=O)CN(C)C(=O)CCCc2nc3ccccc3c(=O)[nH]2)c1	-10%	2.7%	.	-8%	0%
Cc1nn(C)c(Cl)c1CN1CCCC(C(=O)Nc2ccc(-c3cscn3)cc2)C1 (stereo not drawn)	7%	8.9%	-5%	6%	9%
CC(C)(C)OC(=O)C[C@@H]1C/C=C\C[C@@H](CC(=O)NCCO)C(=O)NCCOC1=O	6%	i	.	-7%	-5%

Nothing new here: 3 of the compounds above.
SMILES	M. tuberculosis HTS	inhibitors of VEEV	PhoP GFP inhibition	H1N1 NS1A inhibition	tuberculosis growth	others
O=C(Nc1nc2ccccc2[nH]1)c1ccc([N+](=O)[O-])cc1	47%	2.2%	2%	-8%	-11%
CCOC(=O)CN1N=C(c2ccc(C)cc2)CCC1=O	-3%	0.6%	-4%	-3%	-5%
CC(=O)Oc1cccc(NC(=O)c2ccc3c(c2)C(=O)N(CC(C)C)C3=O)c1	5%	1.1%	-6%	-1%	21%

(further entries)
SMILES	M. tuberculosis HTS	inhibitors of VEEV	PhoP GFP inhibition	H1N1 NS1A inhibition	tuberculosis growth	others
Cn1c(SCC(=O)Nc2cccc(F)c2)nnc1-c1cc2ccccc2o1	-1%	0.2%	-5%	7%	4%
C(=C\c1ccccc1)/CSc1nnc(-c2ccccn2)n1Cc1ccco1	9%	8.1%	-1%	-11%	37%
CC12CN3CCN(CC(C3)C1O)C2 (stereo not drawn)	-3%	1.2%	-4%	8%	-13%
O=C(CSc1ccc([N+](=O)[O-])cc1)NNC(=O)c1ccccc1F	?	0.5%	-4%	1%	74%
CC(=O)Oc1ccc2c(=O)c(/C=N/c3cc(=O)[nH]c(=S)[nH]3)coc2c1	-3%	2.1%	14%	-13%	-6%
CC(=O)c1c(-c2ccc(Cl)cc2)c2ccccc2[nH]c1=O	-2%	2.4%	1%	-8%	-7%
C[N+](C)(N)CCOC(=O)C(O)(c1ccccc1)C1CCCCC1 (stereo not drawn)	-3%	0.1%	8%	-1%	6%
COc1ccc(CNC(=O)c2cc(COc3c(F)cccc3F)on2)cc1OC	-1%	i	-2%	-3%	11%
CC(=O)Nc1ccc(N=c2cc([N+](=O)[O-])cc(Cl)n2O)cc1	-4%	0.2%	0%	-2%	1%
CCOC(=O)c1c(NC(=O)C(C)S(=O)(=O)c2cn(CC)c3ccccc23)sc2c1CCCC2 (stereo not drawn)	-11%	7.1%	5%	5%	-1%
Cc1ccc(Cl)cc1NC(=O)COC(=O)CN1C(=O)C2CCCCC2C1=O (stereo not drawn)	2%	i	.	-5%	-14%
Cc1ccc(CNC(=O)CN(CCc2ccccc2)S(C)(=O)=O)cc1	-6%	0.4%	5%	3%	-3%
CC(C)(C)NC(=O)C(c1ccc(OCC(N)=O)cc1)N(C(=O)c1cccnc1)C1CC1 (stereo not drawn)	-4%	0.4%	5%	-1%	.
CN1CC[C@@]2([C@@]34CCN(C)C3Nc3ccccc34)c3ccccc3NC12 (stereo partly drawn)	-3%	i	10%	7%	15%
COC(=O)[C@]1(C)CCC[C@@]2(C)C3CC[C@]4(OC(C)=O)C[C@@]3(CCC21)CC4=NO (stereo partly drawn)	8%	5.0%	.	-9%	5%
Cc1cccc(NC(=O)C(CCC(N)=O)NC(=O)OCc2ccccc2)c1 (stereo not drawn)	9%	0.5%	13%	-5%	1%
C/C(=N/NS(=O)(=O)c1cccc([N+](=O)[O-])c1)c1ccc2c(c1)OCO2	-5%	3.0%	-4%	12%	4%
CN1CCN(CC(=O)Nc2nc3c(s2)CCCC3)CC1	0%	0.3%	1%	-2%	-9%
Cc1cc(Br)ccc1SCC(=O)OCC(=O)NC(C)c1ccccc1 (stereo not drawn)	4%	1.3%	-7%	5%	27%
CCC(=O)Nc1ccc(C(=O)NNC(=O)COc2cc(C)ccc2C)cc1	-1%	0.8%	-6%	-6%	0%
Cc1ccc(NC(=O)[C@@H]2CCCN2S(=O)(=O)c2ccccc2F)cc1S(=O)(=O)N1CCOCC1	4%	1.0%	-7%	1%	11%
COc1cccc(CN(C)C(=O)c2cc(-c3cccs3)nc3ccccc23)c1	0%	6.4%	-6%	-4%	20%
Cn1nc(-c2ccc(C(=O)N3CCN(Cc4ccccc4)CC3)cc2)c2ccccc2c1=O	-17%	3.2%	10%	4%	21%
CCc1ccc(NS(=O)(=O)c2ccc3[nH]cc(C(=O)N4CCc5ccccc54)c(=O)c3c2)cc1	21%	1.1%	-7%	-3%	-1%
COC(=O)c1cc(C(=O)OCC(=O)Nc2cc(C)on2)cc([N+](=O)[O-])c1	2%	0.4%	-15%	-13%	4%
Next compounds follow.
SMILES	M. tuberculosis HTS	inhibitors of VEEV	PhoP GFP inhibition	H1N1 NS1A inhibition	tuberculosis growth	others
CCOc1ccc(NS(=O)(=O)c2ccc(Cl)c(C(=O)N(C)Cc3cccnc3)c2)cc1	-9%	0.5%	.	-3%	1%
O=C(NCC(O)COc1ccc([N+](=O)[O-])cc1)c1ccccc1 (stereo not drawn)	-1%	0.6%	3%	-23%	-6%
CNC(=O)c1nnn(-c2ccccc2)c1C(=O)NC	-8%	i	2%	0%	-6%
CN(Cc1ccccc1F)C(=O)C1CCCN(C(=O)c2ccc(Cl)cc2)C1 (stereo not drawn)	.	4.3%	.	-5%	.
S=c1[nH]nc(-c2cccnc2)n1Cc1ccccc1	-1%	0.8%	-6%	8%	15%
Cc1cc(C)cc(OCC(=O)NC2=NCCS2)c1	1%	1.8%	0%	1%	17%
CCOC(=O)C1=C(O)/C(=C/c2ccc(OCC(=O)O)c(OC)c2)SC1=Nc1ccc(OCC)cc1	56%	5.3%	6%	-7%	18%
O=C(Nc1ccccc1)/C(=C/c1cccc(Br)c1)NC(=O)c1ccco1	3%	2.7%	-3%	-6%	-4%
COc1ccc(CNC(=O)CSc2nc(SC)ns2)cc1	?	0.8%	-4%	-4%	?
O=C(Cc1c[nH]c2ccccc12)NCC(=O)Nc1ccc(F)c(F)c1F	-8%	5.0%	.	-7%	-9%
